# tim23-1 inh = tim23-1 yeast growth inhibition. S. cerevisiae tim23-1 growth, BacTiter-Glo luminescence, 24 h. inhibition, % at 20 µM. 1.3% of 330,000 active;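 active means growth inhibition of the mutant yeast at or above 50%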;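 further: temperature-sensitive mutant grown at 25 °C; plate controls were DMSO-treated mutant yeast for no effect and medium wells lacking yeast for full effect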
# APJ antag = antagonists of human APJ apelin receptor | 0.32% of 330,000 active | AID 2521 | P35414 | CHO-K1 APJ beta-arrestin complementation, luminescence | inhibition, % at 20 µM;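 active means inhibition above about 40% at 20 µM, limit read from the data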;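 further: cells challenged with 10 nM apelin-13 agonist together with compound; plate controls were apelin-13 plus DMSO wells for no effect and DMSO wells lacking apelin-13 for full effect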
# APJ ag = agonists of human APJ apelin receptor | P35414 | CHO-K1 APJ PathHunter beta-arrestin, luminescence; 0% DMSO wells, 100% apelin | activation, % at 20 µM | 0.11% of 330,000 active | AID 2520;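 active means activation more than six SD over the plate average, tested at 20 µM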;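 further: 0% = DMSO alone and 100% = apelin-13 at 10 nM; some results filed as inactive read as strong as hits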
#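 Assay system: CHO-K1 APJ beta-arrestin complementation cell line / Compound: single test compound dose, 20 µM final, 1% DMSO / Times: overnight seeding, 90 min compound at 25 °C, 1 h detection / Technique: beta-gal luminescence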
# UPR XBP1 act = adaptive UPR (XBP1) activation; 0.33% of 330,000 active; activation, % at 20 µM; AID 463104; CHO-XBP1 luciferase reporter, IRE1-XBP1 UPR activation, luminescence; percent of tunicamycin response, DMSO as zero;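 active means versus positive control, 20 µM dose yields 30% or more activation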;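 further: 100% = tunicamycin at 10 µg/mL and 0% = DMSO only wells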
#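 Material: CHO cell line with stable XBP1 luciferase reporter; buffer or medium: F12 medium containing 10% fetal bovine serum; compound: single point, 20 µM final compound, 1% DMSO; incubation: 6 h treatment, 37 °C; measured by: glow luminescence from Steady-Glo reagent; evaluation: activation, % of tunicamycin; control set: tunicamycin high, DMSO low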
# Jurkat NFkB inh = inhibitors of the PMA/ionomycin-induced NF-kB reporter in Jurkat cells; inhibition, % at 4 µM; 0.53% of 330,000 active; PMA/ionomycin-induced NF-kB luciferase reporter, luminescence; AID 435003; in the data active means inhibition above about 50%
# 697 NFkB inh = lowers PMA/ionomycin-induced NF-kB signal in 697 B cells. 697 B-cell NF-kB luciferase reporter, 16 h. inhibition, % at 4 µM. 0.33% of 330,000 active. AID 435022; in the data active means inhibition above about 35%
# Mdm2-MdmX inh = inhibitors of human Mdm2/MdmX interaction. O15151+Q00987. AID 485346. 3% of 330,000 active. inhibition, % at 8 µM. SaOS-2 split-luciferase Mdm2/MdmX complementation, luminescence;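 active means inhibition of at least 50% at 8 µM in the primary screen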
# Target sequence (O15151 whole entry, looked up): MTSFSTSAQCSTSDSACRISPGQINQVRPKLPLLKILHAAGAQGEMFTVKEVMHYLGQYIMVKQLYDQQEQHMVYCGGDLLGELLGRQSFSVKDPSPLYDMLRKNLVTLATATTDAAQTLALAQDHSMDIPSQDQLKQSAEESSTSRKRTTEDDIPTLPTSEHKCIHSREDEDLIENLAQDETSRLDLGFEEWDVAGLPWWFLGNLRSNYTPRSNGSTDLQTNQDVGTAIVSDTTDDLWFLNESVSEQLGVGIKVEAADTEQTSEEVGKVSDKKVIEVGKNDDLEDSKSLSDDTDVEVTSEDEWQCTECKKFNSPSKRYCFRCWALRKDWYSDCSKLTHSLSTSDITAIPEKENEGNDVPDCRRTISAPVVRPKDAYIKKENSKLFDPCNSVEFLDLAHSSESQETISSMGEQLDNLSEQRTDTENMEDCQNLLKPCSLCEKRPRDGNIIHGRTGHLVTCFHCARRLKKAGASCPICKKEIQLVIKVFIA
# Target sequence (Q00987 whole entry, looked up): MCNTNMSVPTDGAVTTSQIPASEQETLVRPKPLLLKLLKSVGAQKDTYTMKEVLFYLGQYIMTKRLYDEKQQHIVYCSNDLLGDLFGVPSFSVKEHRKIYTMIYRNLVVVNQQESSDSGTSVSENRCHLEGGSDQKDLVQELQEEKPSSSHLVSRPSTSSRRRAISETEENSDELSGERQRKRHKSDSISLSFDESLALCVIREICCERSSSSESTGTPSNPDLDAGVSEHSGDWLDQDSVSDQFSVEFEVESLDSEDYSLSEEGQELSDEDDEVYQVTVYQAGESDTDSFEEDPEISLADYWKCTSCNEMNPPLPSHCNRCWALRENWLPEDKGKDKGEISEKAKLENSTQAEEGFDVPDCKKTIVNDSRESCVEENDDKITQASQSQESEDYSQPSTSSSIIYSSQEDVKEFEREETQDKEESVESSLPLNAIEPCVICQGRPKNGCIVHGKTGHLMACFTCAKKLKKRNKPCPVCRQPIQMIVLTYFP
# CHOP UPR activ = apoptotic UPR (CHOP) activation; CHO-CHOP luciferase reporter, luminescence; percent of tunicamycin response over DMSO baseline; activation, % at 10 µM; 0.34% of 330,000 active;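 active means at 10 µM dose, activation of 40% or more, normalized to positive control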;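 further: 100% = tunicamycin at 10 µg/mL and 0% = DMSO alone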
#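 Material: CHO-CHOP cells, stable luciferase reporter of PERK-eIF2a-CHOP signalling; quantity: 500 reporter cells seeded per well; buffer or medium: F12 medium containing 10% fetal bovine serum; compound: one dose, 10 µM in 0.5% DMSO; incubation: 6 h compound treatment, 37 °C; measured by: Steady-Glo luciferase luminescence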
# Numbers without * were called inactive.
smiles,tim23-1 inh,APJ antag,APJ ag,UPR XBP1 act,Jurkat NFkB inh,697 NFkB inh,Mdm2-MdmX inh,CHOP UPR activ
CCOc1ccc(CCNC(=O)COC(=O)c2cccc(S(=O)(=O)N3CCCCC3)c2)cc1OCC,10,12,-6,0,-16,2,34,-0.4
CS(=O)(=O)c1ccc(Cl)c(NC(=O)COC(=O)C23CC4CC(CC(C4)C2)C3)c1,22,0,2,0,-13,9,10,0.4
Clc1ccccc1OCc1nc(-c2ccc(Br)o2)no1,19,-54,-3,5,-39,-37,3,7.7
CC(=O)c1c(NCc2ccccc2)nc(=O)n(-c2ccccc2)c1C,-5,12,0,8,-21,2,6,1.0
Cc1cc(S(=O)(=O)N2CCCCCC2)c(Cl)cc1Cl,-5,9,-8,0,4,-11,37,-1.4
NC(=O)c1nn(-c2ccccc2)nc1NC(=O)Cn1nnc(-c2ccccc2)n1,-10,-4,-1,0,4,6,61*,3.4
CCOc1ccc(N2C(=O)CC(N3CCN(C(=O)c4ccco4)CC3)C2=O)cc1 (configuration not stated),19,0,0,-1,5,0,-17,-0.5
Cc1ccc(/C=N/NC(=O)CN2CCN(S(=O)(=O)c3ccc(Br)cc3)CC2)s1,38,-6,-3,-4,7,-3,13,1.4
COc1ccc(C(c2c(C)n(C)n(-c3ccccc3)c2=O)c2c(C)n(C)n(-c3ccccc3)c2=O)cc1OC,5,5,0,-3,11,-12,-11,0.7
CC1CCCCN1CCCNC(=O)Cn1ncc2c([nH]c3ccccc32)c1=O (configuration not stated),8,-3,-3,-3,-7,-1,15,-2.4
COc1ccc(O)c(C(=O)CC(=O)c2ccccc2)c1,30,-3,-4,-10,-158,-251,-181,0.1
CCCc1cc(=O)oc2cc(C)c3c(C)coc3c12,19,-2,0,-3,13,15,7,0.6
COc1cccc(N2CCN(C(=S)Nc3ccc(F)cc3)CC2)c1,14,10,-2,0,-9,-11,4,-0.2
CCOc1cc(NC(=O)c2ccco2)c(OCC)cc1NC(=O)Cc1cccc(OC)c1,19,-13,2,-3,0,-1,37,0.8
Cc1cc(NC(=O)C(=O)NCc2cccc(Cl)c2)no1,12,3,0,1,-1,20,-28,0.6
C=CCn1c(COc2ccc(F)cc2)nnc1SCC(=O)NC(=O)NCc1ccco1,17,6,-2,0,24,13,4,-1.3
Cc1ccc(-n2nnnc2-c2cccs2)cc1[N+](=O)[O-],8,15,-1,2,20,2,-3,1.5
Cc1cc(C(=O)OC(C)C(=O)N2CCc3ccccc32)ccc1[N+](=O)[O-] (configuration not stated),12,-28,7,2,15,11,26,-0.9
CCOc1ccc(S(=O)(=O)N2CCOCC2)cc1NC(=O)C1=COCCO1,-4,8,-6,0,-2,-11,17,-0.4
Cc1ccc(CN2CC(C(=O)NC(c3nc4ccccc4[nH]3)C(C)C)CC2=O)cc1 (configuration not stated),10,9,-3,0,13,8,2,0.0

# Grouped by structure: the entries above with bromine
smiles,tim23-1 inh,APJ antag,APJ ag,UPR XBP1 act,Jurkat NFkB inh,697 NFkB inh,Mdm2-MdmX inh,CHOP UPR activ
Clc1ccccc1OCc1nc(-c2ccc(Br)o2)no1,19,-54,-3,5,-39,-37,3,7.7
Cc1ccc(/C=N/NC(=O)CN2CCN(S(=O)(=O)c3ccc(Br)cc3)CC2)s1,38,-6,-3,-4,7,-3,13,1.4

# New compounds follow.
smiles,tim23-1 inh,APJ antag,APJ ag,UPR XBP1 act,Jurkat NFkB inh,697 NFkB inh,Mdm2-MdmX inh,CHOP UPR activ
CCOc1ccc(-n2c([S-])c(C(=O)Nc3ccc(S(=O)(=O)N4CCOCC4)cc3)[n+]3cc(C(N)=O)ccc23)cc1,10,3,-1,-2,-11,3,13,-0.8
CCOC(=O)c1c(-c2ccc3ccccc3c2)csc1NC(=O)CCCC(=O)O,16,16,-6,-1,-13,-9,17,0.2
COC(=O)c1sccc1NC(=O)c1ccncc1,-7,-4,0,2,-6,6,18,1.4
CCOC(=O)N1CCC2(CC1)C(C#N)=C(N)Oc1n[nH]c(CSc3ccc(C)cc3)c12,22,4,7,0,2,9,15,-0.2
COc1ccc(NC(=O)Nc2ccc(F)c(Cl)c2)cc1,-2,-6,-2,4,-89,-80,-64,8.6
C/C(=N\Nc1ccccc1C(=O)O)c1ccncc1,6,-9,-1,-2,-29,-101,-87,5.6
CSc1nc(N)nc2c1ncn2CC(=O)N[C@H](CO)Cc1c[nH]c2ccccc12,11,12,0,0,10,7,0,1.1
N#CC(Cc1ccccc1OC(F)F)c1nc2ccccc2[nH]1 (configuration not stated),16,-3,0,-1,-5,-3,16,0.6
Cc1cc(Nc2ccccc2)nn1C(=O)c1ccccc1,51*,-11,2,0,-16,-68,-6,-0.2
CCN1C(=O)c2cccc3c(S(=O)(=O)N4CCC(C)CC4)ccc1c23,29,13,-2,-1,-19,41*,83*,1.0
Cc1ccc(C(=O)NCC(=O)OC(C)C(=O)Nc2ccc(N3CCOCC3)cc2)s1 (configuration not stated),10,-5,-6,1,13,8,-33,0.7
Cn1c(CSCC(=O)Nc2ccccc2)nnc1SCc1ccccc1,18,5,-3,-3,-3,4,5,-1.3
Cc1c(C(=O)OCc2ccccc2)nnn1-c1nonc1N,0,5,-4,4,-5,23,6,-1.0
CCCN1C(=O)c2ccc(C(=O)Nc3ccccc3C(=O)O)cc2C1=O,15,8,-5,0,-5,-14,-15,4.8
FC(F)(F)c1cc(-c2ccc(Cl)cc2)nc(NCc2cccnc2)n1,-2,-1,-4,0,14,10,16,1.0
CCC1CN(C(=O)N2CCC(C(=O)NCc3ccccc3OC)CC2)c2cc(C)ccc2O1 (configuration not stated),4,4,3,-5,11,-6,17,-0.8
COC(=O)C1=C(C)N(CCc2cc(OC)c(OC)c(OC)c2)C(=O)N[C@H]1c1cccs1,10,2,-3,-4,20,27,4,-0.5
COc1ccc(C2CC(c3ccccc3)=NN2C(=O)COC(=O)c2nc3nccc(C)n3n2)cc1 (configuration not stated),19,7,-3,0,11,4,-12,-0.3
CCCCc1ccc(NC(=O)c2cnccn2)cc1,7,-12,-2,-5,-156,-206,-162,-0.9
N#C/C(=C\c1cccc([N+](=O)[O-])c1)C(=O)NCc1cccnc1,31,-35,4,-1,-2,-5,-33,-1.4
COc1ccc(-c2nnc(SC(C)C(=O)Nc3nccs3)n2-c2ccccc2)cc1OC (configuration not stated),22,-10,-3,0,-1,16,8,0.7
Cc1ccccc1NS(=O)(=O)c1ccc(C(=O)N(C)CC(=O)Nc2ccccc2Br)cc1,8,4,-1,-1,-20,-19,17,2.2
COc1ccc(NC(=O)CSc2nnc(Cn3cnc([N+](=O)[O-])n3)n2C)cc1,0,28,2,-1,4,-6,-2,0.8
C=C[C@@H](C)N(Cc1ccc(OC)cc1)S(=O)(=O)N(Cc1ccccc1)[C@H](C=C)C(C)C,9,10,-3,-4,-9,13,21,4.1
Cc1c(NC(=O)CSc2ccccc2F)c(=O)n(-c2ccccc2)n1C,8,-8,-6,-4,-5,6,17,-1.0
COC(OC)c1ccc(C#N)c(=O)[nH]1,5,-18,-1,-4,-4,-8,1,-1.4
Cc1ccc(NC(=O)COC(=O)CCC(=O)c2cccs2)cc1,18,4,0,-1,3,18,-32,2.1
C=CCc1ccc(OCCn2cncn2)c(OC)c1,14,13,-4,-3,10,0,27,4.0
CCCC(=O)c1ccc(N2CCOCC2)c(F)c1,14,12,-3,0,-13,-10,-24,6.2
CCOC(=O)C1(CCOc2ccccc2)CCN(CC2CC2)CC1,13,20,-1,-5,5,-23,-5,0.2
O=C(Nc1ccc(Cl)cc1)C1C2C=CC3(O2)C1C(=O)N(CCN1CCCCC1)C3C(=O)NC1CCCCC1 (configuration not stated),4,21,-3,2,3,4,25,-0.4
CCc1ccc(/C(C)=N/NC(=O)c2ccc(-n3cnnn3)cc2)cc1,-2,3,1,-2,-17,-8,7,0.8
Cc1ccc(S(=O)(=O)N2CCN(C(=O)c3c(C)nn(-c4ccccc4)c3Cl)CC2)cc1,31,-8,-1,-1,11,-26,-5,0.4
Cc1cc(C(=O)Nc2ccc(C)c(S(=O)(=O)N3CCOCC3)c2)c(C)o1,11,4,0,-1,8,11,8,-0.5
COc1ccc(Nc2nc(N3CCCCC3)nc3ccccc23)c(OC)c1,27,-22,7,-1,36,-76,22,-1.0
Cc1cc(C)nc(SCC(=O)N/N=C\c2sccc2C)n1,-2,-18,-2,1,5,12,8,0.9
O=C(CSc1ncnc2sccc12)N1CCN(C(=O)c2cccs2)CC1,11,15,0,1,17,18,-1,-0.6
CC(C)CNC(=O)C(=O)NCC(c1ccc2c(c1)OCO2)N1CCOCC1 (configuration not stated),0,4,0,-2,2,10,13,0.4
COc1ccccc1N(Cc1ccccc1)S(=O)(=O)c1cccc(C(=O)NCC2CCCO2)c1 (configuration not stated),37,3,-4,0,7,-17,-11,3.1
CCOC(=O)C1=NN(c2ccccc2C)C2=NC(C)=C(C(=O)OC)C(c3cccs3)N12 (configuration not stated),37,11,-4,2,9,13,7,-1.6
CCC(C)CN1CCC(CO)(Cc2ccccc2Cl)CC1 (configuration not stated),2,-12,-2,-2,-7,-5,8,0.6
O=C(CN(C1CCCCC1)S(=O)(=O)c1ccccc1)NCc1cccnc1,18,-19,-1,-1,-15,13,19,-1.2
O=C(C1CC1)N(CCN(Cc1ccccc1)C(=O)C1CC1)Cc1ccccc1,19,16,-1,-2,16,24,-2,-1.0
CCC(=O)c1ccc(OCC(=O)Nc2nc(-c3cccnc3)cs2)cc1,-12,-1,9,-1,15,-15,16,0.7
CCOC(=O)c1[nH]nc2c1C(=O)N(Cc1ccccc1)C2=O,4,-2,-2,-2,9,0,23,-3.3
O=C(N[C@H](Cc1ccc(Cl)cc1)C(=O)O)OCC1c2ccccc2-c2ccccc21,15,21,-4,2,5,-7,12,-1.3
CCN(CC)c1ccc(NC(=O)CN2C(=O)NC3(CCc4ccccc43)C2=O)cc1 (configuration not stated),-15,-3,-3,-1,-11,-6,-23,0.9
C[C@@H]1NC(=O)/C(=C\c2ccccc2Cl)NC1=O,1,-6,4,-2,6,8,-3,0.8
CCc1ccc(C2=NNC(=Nc3cccc(S(=O)(=O)N(C)C)c3)SC2)cc1,23,-23,-2,1,2,-26,36,0.2
CCCNC(=O)c1ccc(Cn2cc(-c3ccc(OC)cc3)nc2C(C)N)cc1 (configuration not stated),7,-74,-3,3,-27,-35,0,3.8
CC(Oc1ccc(Cl)cc1C(N)=O)C(=O)N1CCc2ccccc21 (configuration not stated),-7,26,0,3,7,7,-5,0.5
CCCNC(=O)Cn1c(=O)n(C)c2ccccc21,8,-7,-4,-3,-12,15,1,1.3
COc1cc(OC)c(OC)cc1CNC(=O)c1cccc(S(=O)(=O)N2CCc3ccccc3C2)c1,12,-16,14,-2,45,12,23,6.7
O=C(Cc1ccc(Cl)cc1)Nc1ccc(S(=O)(=O)Nc2cnc3ccccc3n2)cc1,20,3,1,-1,-9,6,-10,-0.2
Cc1ccc(S(=O)(=O)Nc2ccc(C(=O)Nc3cc(C)on3)cc2)cc1,25,17,-3,-1,-5,12,11,-2.6
